Giardia kill: Giardia lamblia killing | 340,000 tested, 0.15% active | activity change, % at 7.66 µM, hits read low | AID 540267 | Giardia lamblia trophozoite viability; in the data active means activity change below about -80%; inconclusive means between about -30% and that limit;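 further: parasites exposed to compound for two days anaerobically before the ATP read; on the % scale 0 is the no-effect control and ±100 the full control effect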
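Luminescent ATP signal served as the viability read-out, measured 15-30 min after adding ATP detection reagent to trophozoites that had been incubated with compounds for 48 hrs at 37 deg C anaerobically at 100 cells/well.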
Tb PFK block: blocks T. brucei phosphofructokinase; 330,000 tested, 0.17% active; Potency, µM (titrated, usually from 57.5 µM), for inactives: top-dose activity, negative = inhibition, hits mostly inhibitors; T. brucei PFK, ADP-Glo luminescence; O15648;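 further: potency means the concentration at half of the fitted maximal effect; 0% = uninhibited 1x PFK enzyme wells and -100% = no-enzyme wells; nearly all actives have a fitted effect of over 60% in size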
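1.25 nM PFK with 0.5 mM F6P and 0.1 mM ATP in 0.1 M TEA pH 8.0, 5 mM MgCl2, incubated 45 min at room temperature; ADP measured by ADP-Glo luminescence; compounds titrated up to 57 uM.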
FLuc counter: counter-screen for miR-21 project: firefly luciferase inhibitors or activators | P08659 | purified FLuc, Km substrates, luminescence inhibition | 360,000 tested, 6.9% active | Potency, µM (titrated, usually from 57.5 µM), for the others: at the top dose activity change, negative = inhibition, hits mostly inhibitors;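 further: potency means the concentration at half of the fitted maximal effect; plate controls were vehicle for no effect and reference inhibitor for full effect; nearly all actives have a fitted effect of over 55% in size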
Target sequence (P08659 whole entry, looked up): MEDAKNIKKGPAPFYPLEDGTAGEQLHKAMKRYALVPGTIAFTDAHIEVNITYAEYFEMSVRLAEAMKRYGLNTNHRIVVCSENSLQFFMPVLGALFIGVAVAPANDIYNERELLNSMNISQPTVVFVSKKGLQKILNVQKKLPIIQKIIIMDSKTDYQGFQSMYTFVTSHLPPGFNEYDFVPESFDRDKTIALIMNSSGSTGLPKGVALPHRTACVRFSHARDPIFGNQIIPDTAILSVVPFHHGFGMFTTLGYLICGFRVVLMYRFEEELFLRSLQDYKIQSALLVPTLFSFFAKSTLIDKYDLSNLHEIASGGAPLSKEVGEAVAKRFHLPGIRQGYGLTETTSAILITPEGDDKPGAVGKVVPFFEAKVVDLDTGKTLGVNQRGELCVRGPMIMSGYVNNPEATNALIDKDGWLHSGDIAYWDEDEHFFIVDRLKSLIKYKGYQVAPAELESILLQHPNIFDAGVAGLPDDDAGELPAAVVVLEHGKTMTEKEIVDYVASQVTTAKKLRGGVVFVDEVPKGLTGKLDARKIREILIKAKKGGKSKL
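Purified P. pyralis luciferase, 10 nM final, with Km-level 10 uM D-luciferin and 10 uM ATP in 50 mM Tris acetate pH 7.5, 10 mM Mg acetate, 0.01% Tween-20, 0.05% BSA; 6-point qHTS titration about 60 µM downward; luminescence read.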
NPC1 prom act: activates the NPC1 promoter; Huh7 NPC1 promoter luciferase reporter, 24 h; Potency, µM (doses to about 9.22 µM), inactives show at the top dose activation, hits mostly activators; 320,000 tested, 2.4% active; AID 485313;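 further: potency means the concentration at half of the fitted maximal effect; % of control where 0% means no effect; nearly all actives have a fitted effect of over 60% in size; reporter is driven by a mutant NPC1 promoter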
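Luminescence read-out of NPC1 promoter-driven luciferase in stably transfected Huh7 cells; compounds delivered in DMSO and left 24 h at 37C, 5% CO2, qHTS titration format.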
RORgamma inh: blocks mouse ROR gamma transcriptional activity; P51450; Drosophila S2 Gal4-RORgamma UAS-luciferase reporter, 20 h; Potency, µM (top dose mostly 53.6 µM), without a hit: top-dose activity change, negative = inhibition, actives largely listed as inhibitors; 310,000 tested, 5.4% active; AID 2551; further: potency means the concentration at half of the fitted maximal effect; on the % scale 0 is the no-effect control and ±100 the full control effect; nearly all actives have a fitted effect of over 60% in size
Target sequence (P51450 whole entry, looked up, the tested form may be a part): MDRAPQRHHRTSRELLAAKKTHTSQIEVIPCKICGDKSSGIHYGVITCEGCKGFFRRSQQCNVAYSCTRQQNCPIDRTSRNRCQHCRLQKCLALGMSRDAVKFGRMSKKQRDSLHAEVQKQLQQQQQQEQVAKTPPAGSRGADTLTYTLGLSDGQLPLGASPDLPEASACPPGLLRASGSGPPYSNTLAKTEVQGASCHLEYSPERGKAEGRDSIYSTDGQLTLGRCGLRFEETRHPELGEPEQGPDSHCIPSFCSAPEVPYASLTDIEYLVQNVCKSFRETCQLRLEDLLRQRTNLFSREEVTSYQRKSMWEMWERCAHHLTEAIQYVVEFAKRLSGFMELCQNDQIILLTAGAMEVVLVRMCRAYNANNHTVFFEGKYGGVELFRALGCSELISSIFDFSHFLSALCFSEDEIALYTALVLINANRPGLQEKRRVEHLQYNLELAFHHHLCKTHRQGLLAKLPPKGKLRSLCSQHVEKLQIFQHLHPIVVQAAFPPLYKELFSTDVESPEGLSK
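A Gal4/UAS one-hybrid system in insect cells: metallothionein-promoter Gal4–ROR gamma fusion plus Photinus luciferase reporter. Copper sulfate 700 uM final, 20 hr ambient incubation, luminescent detection after 10 min with reagent.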
Rab9 promoter act: activators of Rab9 promoter | 320,000 tested, 2.8% active | AID 485297 | Potency, µM (highest dose often 9.22 µM), inactives show top-dose activation, negative = inhibition, hits mostly activators | Huh7 Rab9 promoter-luciferase reporter, luminescence, 24 h; further: potency means the concentration at half of the fitted maximal effect; % of control where 0% means no effect; nearly all actives have a fitted effect of over 60% in size
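Luminescence read-out: Huh7 cells stably expressing Rab9-luciferase, treated 24 h with compound at 37 °C, then lysed with luciferase reagent for 10 min at ambient before reading.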
KCNH2 3.1 inh: blocks the human KCNH2 3.1 channel isoform; U2OS KCNH2 3.1, thallium flux FluxOr; stronger effect = lower value; activity change, % (tested at about 1.8 µM); 340,000 tested, 0.95% active; AID 720553;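 active means maximum activity change below -70%; inconclusive means maximum activity change from -70% to -50%; inactive means maximum activity change above -50%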;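 further: thallium influx rate constant from kinetic fluorescence after stimulation buffer; on the % scale 0 is the no-effect control and ±100 the full control effect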
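U2OS cells transduced with KCNH2 3.1 mutant virus (1.77 x 10^8 /mL, 4 h), plated overnight at 37 C, loaded 45 min with FluxOr dye plus Red40 quencher. Thallium flux rate constant from kinetic reads after stimulation buffer, normalised to controls.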
uPA generation: blocks generation of uPA at the cell surface; 330,000 tested, 0.31% active; cell surface uPA generation assay, qHTS; AID 540303; Potency, µM (highest dose often 38.3 µM), for inactives: at the top dose activity change, negative = inhibition, hits mostly inhibitors; active means well fitted inhibition curve with a large enough effect; inconclusive means small, poorly fitted or top-dose-only effect; inactive means no such curve, though single readings can be large or run the other way; tested in mouse RAW 264.7 cells; further: potency means the concentration at half of the fitted maximal effect; on the % scale 0 is the no-effect control and ±100 the full control effect; nearly all actives have a fitted effect of over 55% in size
Coupling enz: counter-screen for Giardia aldolase inhibitors: coupling enzyme system. activity change, negative = inhibition, % at 58.2 µM, hits read low. 290,000 tested, 0.67% active. coupling enzyme system counterscreen, AmpLite Red fluorescence. AID 2472; in the data active means activity change below about -30%; further: on the % scale 0 is the no-effect control and ±100 the full control effect
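Compounds tested against the coupling enzymes alone at 57.5 uM final; readout was AmpLite Red fluorescence (525/598 nm) after 20 min at RT.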
ELG1 genotox: genotoxicity induction in ELG1-luciferase HEK293T cells; HEK293T ELG1-luciferase reporter, luminescence, 16 h; Potency, µM (highest dose often 46 µM), for inactives: at the highest dose activity change, positive = activation, usual class: activators; 330,000 tested, 1.3% active; AID 504466; further: potency means the concentration at half of the fitted maximal effect; % of control where 0% means no effect; nearly all actives have a fitted effect of over 60% in size
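Step 1: seed 2,000 HEK293T ELG1-luciferase cells per well. Step 2: add compound or DMSO, incubate 16 hr at 37 °C. Step 3: ONE-Glo, 30 min at room temperature, read luminescence.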
Gal4-VP16 FLuc: Gal4-VP16 reporter inhibition counter-screen; Drosophila S2 Gal4-VP16 UAS-luciferase, luminescence, 20 h; Potency, µM (titrated, usually from 53.6 µM), for the others: top-dose activity, negative = inhibition, most hits filed as inhibitors; 310,000 tested, 3.5% active; AID 2546;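 further: Gal4-VP16 expression switched on by copper sulfate through the metallothionein promoter; potency means the concentration at half of the fitted maximal effect; on the % scale 0 is the no-effect control and ±100 the full control effect; nearly all actives have a fitted effect of over 50% in size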
* = called active by the depositor; ? = inconclusive; · = not tested or not shown; [ ] = dose if it differs, or a comment. Unless noted, the call rests on the fitted dose curve; in most records, active means well fitted curve in the direction sought with a large enough effect; inconclusive means small, poorly fitted or top-dose-only effect, or another doubt; inactive means no such curve, though single readings can be large; an effect the other way counts as inactive or inconclusive. This is a random part of the collection. Share with any hit: about 14%.

SMILES	Giardia kill	Tb PFK block	FLuc counter	NPC1 prom act	RORgamma inh	Rab9 promoter act	KCNH2 3.1 inh	uPA generation	Coupling enz	ELG1 genotox	Gal4-VP16 FLuc
Cc1ccc2nsnc2c1S(=O)(=O)NCc1cccnc1	3	-11%	0%	2%	?	2%	1	3%	-1	-1%	?
CC1CCN(C(=O)C2CC(c3ccc(F)cc3)=NO2)CC1 (stereo not given)	-3	1%	-11%	?	33%	?	0	·	0	?	5%
O=C(NCc1ccccn1)c1cc(-c2ccccc2)nc2ccccc12	-2	0%	17µM*	-2%	-10%	1%	8	2%	2	-2%	15%
Cc1ccc(C(=O)N[C@H](C(=O)OCc2nnc(-c3ccccc3)o2)C(C)C)cc1	36[activator]	-2%	?	-2%	?	-4%	2	-2%	-2	5%	3%
COc1ccc(N/C=C/C(=O)c2ccc3c(c2)OCO3)cc1OC	3	7%	2.7µM*	28%	27%	?	8	3%	2	?	2%
COc1cc([N+](=O)[O-])ccc1NC(=O)CN(C)C	-3	0%	-4%	0%	-27%	-7%	1	-6%	2	0%	-2%
Cc1cc(NC(=O)CSc2nc(-c3ccc(Br)cc3)nc3c2c(=O)n(C)c(=O)n3C)no1	6	1%	3%	1%	4%	8%	6	4%	·	4%	-6%
COc1cc(NC(=O)c2sc3nc(C)nc(N4CCOCC4)c3c2C)cc(OC)c1OC	-9	5%	0%	-4%	4%	1%	18	-4%	7	-3%	?
[N-]=[N+]=NCCN1CCN(Cc2ccccc2)CCC1=O	6	0%	7%	-5%	-7%	5%	-1	-1%	3	0%	-8%
CN(C)c1cc[n+](Cc2ccccc2)cc1	-21	-3%	-2%	-28%	45%	-22%	-13	-17%	0	-8%	?
O=C1CCN(S(=O)(=O)c2cccs2)c2ccc(C(F)(F)F)cc2N1	23	2%	-2%	0%	19%	-4%	-5	-3%	1	-1%	18%
O=C1CC(C(=O)O)c2ccccc2N1 (stereo not given)	-13	1%	4%	0%	4%	2%	-16	3%	1	0%	0%
Cc1cc(Cn2nc(-c3ccccc3)cc2C(=O)NCc2cccs2)on1	7	0%	3%	-1%	·	2%	-12	1%	·	-1%	·
Cc1cc(C)nc(NS(=O)(=O)c2ccc(NC(=O)c3ccc4c(c3)OCCO4)cc2)n1	14	-2%	?	9%	39%	17%	-1	-3%	5	4%	-21%
CCc1nnc(NC(=O)CCC(=O)N2CCN(C3c4ccccc4-c4ccccc43)CC2)s1	-5	0%	2%	-3%	8%	-6%	-4	0%	11	0%	-6%
C=CCSc1nnc(NC(=O)C2=COCCO2)s1	9	8%	17µM*	4µM*	·	2.2µM*	5	0%	·	?	·
Cc1ccc(C)c(Nc2nc(N)c3ccccc3n2)c1	13	20%	4.8µM*	2.5µM*	-7%	2.5µM*	-19	-10%	1	?	?
CCOc1ccc(NC(=O)CNC(=O)c2nn(-c3ccc(OC)c(OC)c3)c(=O)c3ccccc23)cc1	18	8%	5%	3%	-1%	-1%	16	-2%	0	-15%	-6%
CC(C)(C)OC(=O)NN1CC(=O)N2[C@@H](Cc3c([nH]c4ccccc34)C2(C)C)C1=O	-10	-3%	1%	3%	-13%	4%	5	2%	-2	-7%	-1%
O=S(=O)(c1ccccc1Oc1ccc(Cl)cc1Cl)N1CCCCC1	5	-2%	-2%	1%	-3%	1%	-31	3%	4	0%	-12%
Cc1ccc(S(=O)(=O)N2CCOCC2)cc1C(=O)OCC(=O)NCc1ccc2c(c1)OCO2	-6	1%	0%	-6%	·	0%	-6	11%	·	2%	·
CC(NC(=O)c1ccc(N(C)C)cc1)C(c1cccs1)N1CCN(C)CC1 (stereo not given)	8	4%	1%	1%	?	-1%	1	-1%	4	3%	1%
CCOc1ccc(S(=O)(=O)N2CCC(C(=O)NCc3ccccn3)CC2)cc1	0	0%	2%	-1%	-33%	-2%	18	4%	0	0%	-7%
O=C(NCc1ccc(-c2csnn2)cc1)c1cccs1	18	1%	2%	0%	21%	12%	3	5%	2	0%	-3%
O=C1C(Nc2ccccc2)=C/C(=N/S(=O)(=O)c2cccs2)c2ccccc21	-8	-10%	?	-12%	4.5µM*	-5%	-21	-12%	-38*	-14%	5µM*

(cont.)
SMILES	Giardia kill	Tb PFK block	FLuc counter	NPC1 prom act	RORgamma inh	Rab9 promoter act	KCNH2 3.1 inh	uPA generation	Coupling enz	ELG1 genotox	Gal4-VP16 FLuc
CC(C)OC(=O)c1nnn(-c2nonc2N)c1CN1CCc2ccccc2C1	0	1%	0%	-4%	24%	3%	-8	3%	-1	-4%	-12%
COc1ccc(-n2nc3c(c2NC(=O)c2ccc(Br)o2)CS(=O)(=O)C3)cc1	-4	-20%	0%	-1%	-20%	-3%	8	-1%	3	1%	-13%
O=C(CS(=O)(=O)c1ccc(Br)cc1)N1CCOCC1	36[activator]	0%	0%	-4%	-5%	1%	-12	8%	·	0%	-8%
CCN(CCC(=O)Nc1cc([N+](=O)[O-])ccc1OC)Cc1ccccc1	-3	0%	1%	0%	13%	0%	·	2%	2	-3%	-3%
O=C(COc1ccc(Cl)cc1Cl)NC(=O)NC1CCCC1	10	-5%	9.5µM*	?	·	?	-25	1%	·	?	·
Cc1cc(C)n(C(=O)CCCC(=O)n2nc(C)cc2C)n1	-4	1%	0%	0%	9%	2%	-4	10%	2	1%	0%
COc1ccc(-c2noc(N3CCC(C(=O)NCc4ccccc4Cl)CC3)n2)cc1	34[activator]	1%	-15%	2%	-16%	15%	-1	5%	-1	-1%	-20%
CC(=O)Nc1nc2ccccc2n1Cc1ccccc1Cl	2	1%	-1%	-8%	0.89µM*	0%	1	-12%	0	-1%	2.2µM*
CC(=O)OCC1OC(OCc2cn(C[C@H]3CC[C@@H]([C@@H]4CC[C@H](Cn5cc(COC6OC(COC(C)=O)C(OC(C)=O)C(OC(C)=O)C6OC(C)=O)nn5)O4)O3)nn2)C(OC(C)=O)C(OC(C)=O)C1OC(C)=O (stereo not given in full)	-2	1%	0%	0%	-4%	0%	·	-8%	2	0%	6%
COc1ccc(C(=O)NC2CC2)cc1OC1CCN(Cc2ccccc2O)CC1	25	1%	-2%	-7%	2%	-2%	-49	-3%	·	10%	-14%
COc1ccccc1NC(=O)CN1CCN(CC(=O)Nc2ccc(OC)c(OC)c2)CC1	11	0%	0%	2%	-16%	-9%	-5	9%	0	1%	-1%
Cc1cccc(-n2nnc(C(=O)NCc3ccccc3Cl)c2N)c1	0	-1%	4%	-3%	39%	0%	-7	3%	-6	-9%	-7%
COc1cc(OC)c(OC)cc1CN1CCN(Cc2ccc(C(F)(F)F)cc2)CC1	-15	-11%	7%	-7%	-14%	-7%	-4	?	-6	-11%	-6%
CS(=O)(=O)N1CCN(C(=O)NC23CC4CC(CC(C4)C2)C3)CC1	-3	3%	3%	-3%	4%	-6%	3	·	0	5%	2%
Cc1ccc(-n2nc3ccc(N)cc3n2)cc1C	?	-4%	0.48µM*	1.6µM*	7%[1.91 µM]	0.5µM*	5	?	-3	0.92µM*	?
Cc1sc2ncnc(SCC(=O)N3CCCC3=O)c2c1C	-3	2%	?	1%	5%	6%	-9	-3%	1	5%	5%
CSc1ncccc1C(=O)NCC12CC3CC(CC(C3)C1)C2	-4	2%	-1%	1%	4%	-1%	12	1%	3	-2%	-4%
CC1CCN(C(=O)C2CCN(S(=O)(=O)c3cnc[nH]3)CC2)CC1	-12	-7%	-1%	2%	10%[0.365 µM]	-6%	-4	-3%	1	-4%	·
COC(=O)CC1=NN(c2ccc(OC)cc2)C(=O)C1	-22	-22%	0%	-3%	38%	-16%	-28	0%	0	0%	1%
CCOc1cccc(-c2nn3c(-c4ccco4)nnc3s2)c1	-2	3%	?	0%	22%	17%	-1	-1%	1	?	3%
Cc1c(C)n(C)c2ccc(C(=O)NCCCN3CCN(c4ccc(F)cc4)CC3)cc12	-6	-6%	5%	-2%	12%	-4%	-30	-5%	-2	-9%	-11%
O=[N+]([O-])c1ccc(-c2cn(-c3ccccc3)c(=S)[nH]2)cc1	-5	-3%	-3%	?	?	?	-14	25%	1	-1%	?
COC(=O)C1=C(C(=O)OC)[C@]2([C@H]3CCCCN[C@@H](Cc4ccccc4)C(=O)N3Cc3ccccc3)C=C[C@H]1O2	33[activator]	2%	·	·	·	·	-5	?	·	0%	·
CN1CCN(CCC(=O)Nc2cccc(F)c2)CC1	0	0%	1%	-16%	3%	9%	1	13%	0	1%	2%
C=CCN(c1ccccc1Cl)S(=O)(=O)c1cc(C(=O)N2CCCC2)ccc1Cl	5	0%	0%	-2%	1%	-2%	4	?	3	3%	0%
CC(C(=O)NC1CC1)c1ncc(C(F)(F)F)cc1Cl (stereo not given)	15	-1%	0%	0%	0%	-3%	5	2%	3	-1%	2%
O=C(O)CN1C(=O)/C(=C\c2cc(Br)ccc2OCc2ccc([N+](=O)[O-])cc2)SC1=S	-7	?	-17%	2%	12%	1%	-7	-2%	14	1%	6%
C=CCn1c(SCC(=O)Nc2nnc(CC)s2)nnc1-c1cccnc1	1	2%	-1%	-6%	3%	-4%	-3	-2%	·	-1%	1%
NC(=O)c1c(NC(=O)CCCC(=O)O)sc2c1CCCCCC2	7	-8%	-16%	-1%	?	-1%	9	0%	6	4%	?

Bioassay records as filed in PubChem BioAssay.
